# Assay outcomes as filed in PubChem.
# FUS yeast rescue – qHTS for Suppressors of FUS Proteinopathy: Primary screen using FUS-linked yeast assay; S. cerevisiae FUS-expressing, growth rescue, OD600, 24 h; Potency, µM (series often up to 76.6 µM), inactives show at the top dose growth rescue (activation), actives largely listed as activators; hit rate 0.24% among 390,000;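 also: plate controls were DMSO vehicle for no effect and reference control for full effect; nearly all actives have a fitted effect of over 55% in size; some results filed as inactive show a strong effect at the top dose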
#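 Steps: raffinose overnight preculture; dilution to OD 0.005 in 2% galactose minimal medium; compound addition (concentration series); 24hr at 30C, 99% humidity; absorbance read at 600 nm.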
# Abeta yeast res – qHTS for compounds that reverse cellular toxicity of Amyloid beta (A-beta) peptide in yeast: Primary Screen; Potency, µM (titrated, usually from 46.1 µM), for inactives: at the highest dose growth rescue, most hits filed as activators; hit rate 0.063% among 410,000; AID 1347071, 2019; yeast expressing A-beta42, growth rescue, OD600, 48 h; response scale: 0% DMSO, 100% iron-clioquinol control; also: nearly all actives have a fitted effect of over 55% in size
#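 Yeast growth medium received pinned compounds, then yeast cells expressing toxic A-beta were added; plates incubated at 30 C for 48 hr. Growth read as absorbance at 600 nm, normalized to DMSO and equimolar FeCl3 plus clioquinol controls.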
# aSyn yeast inh – qHTS of alpha-syn Inhibitors. Yeast expressing alpha-synuclein, growth rescue, BacTiter-Glo, 24 h. Potency, µM (top dose mostly 46.1 µM), without a hit: at the top dose growth rescue (activation), most hits filed as activators. hit rate 0.14% among 370,000. AID 652106, 2013; also: % of control where 0% means no effect; nearly all actives have a fitted effect of over 65% in size
#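 Rescue of yeast growth: cells expressing toxic alpha-synuclein, induced in galactose at OD600 0.02, incubated with compound 24 h at 30 C. ATP luminescence quantified growth; inhibitors of toxicity appear as activators.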
# * hit, by the source's call; ? = inconclusive; [ ] = remark or other dose. Calls follow the shape of the dose curve; as a rule, active = well fitted activation curve with a large enough effect; inconclusive = small, poorly fitted or top-dose-only effect; inactive = no such curve, though single readings can be large or run the other way. Potency is read from the fitted curve at half-maximal effect. This is a subset (hit frequency here may not be typical).
SMILES,FUS yeast rescue,Abeta yeast res,aSyn yeast inh
CCOCCCNC(=O)c1cc(Sc2cccc(Cl)c2)nc2ccccc12,2%,-2%,-9%
Cc1ccc(S(=O)(=O)N(CCc2ccccc2)CC(=O)Nc2ccccc2C)cc1,-2%,-5%,0%
CCC(Sc1nnc2c3ccccc3n(CC)c2n1)C(=O)Nc1nnc(C(C)C)s1 (stereo not drawn),-8%,-11%,21%
CCS(=O)(=O)c1cccc(C(=O)N2CCN(c3nc4c(C)ccc(Cl)c4s3)CC2)c1,?,13%,?
COc1ccc(OCC(=O)Nc2nnc3n2CCS3)cc1,6%,-13%,-7%
CSc1ccc(-c2nc3ccc(C)cn3c2Nc2ccccc2C)cc1,8%,-14%,-5%
COc1ccc(-n2c(=O)c3ccc(C(=O)NCc4ccc(C)cc4)cc3n(Cc3ccc(C)cc3)c2=O)cc1,-11%,-6%,0%
O=C(CCNS(=O)(=O)c1ccc2c(c1)CCN2C(=O)C1CC1)N1CCN(c2cccc(C(F)(F)F)c2)CC1,?,-15%,2%
CCOC(=O)Cn1c(=O)n(C2CCCCC2)c2nc(-c3cccc(OC)c3)nc(C(N)=O)c21,-15%,-22%,-7%
CCOC(=O)c1c(-c2ccccc2)oc2ccc(N(C(C)=O)S(=O)(=O)c3cc(C)ccc3C)cc12,10%,-8%,-23%
COc1ccc(-c2cc(C(F)(F)F)nc(SCCC(=O)Nc3cc(C)ccc3O)n2)cc1,-24%,-4%,0%
O=C(CS(=O)(=O)c1cccc2nsnc12)NCc1ccccc1,-16%,-3%,1%
Cc1ccc(C(CC(=O)Nc2ccc(F)c(Cl)c2)N2Cc3ccccc3C2=O)cc1 (stereo not drawn),0%,-10%,-1%
CCOC(=O)Cn1c(=O)n(CC2CCCO2)c2nc(-c3cc(OC)ccc3OC)nc(C(N)=O)c21 (stereo not drawn),7%,-13%,0%
Cc1cccc(NC(=O)c2ccc3snnc3c2)c1,-14%,-25%,2%
Cc1ccc(NC(=O)c2cc3c(-c4ccccc4)nn(-c4ccccc4)c3s2)cc1,-19%,-1%,2%
Cc1ccc(NC(=O)CC2Nc3ccccc3NC2=O)cc1C (stereo not drawn),-1%,-3%,4%
CCN(CC)c1ccc(C2C(C(N)=O)=C(C)Nc3ncnn32)cc1 (stereo not drawn),-9%,-7%,-4%
Cc1ccc(-c2nc3ccc(Cl)cn3c2Nc2ccc3c(c2)OCCO3)s1,1%,-8%,-6%
O=C(c1ccc(F)cc1)n1nc(-c2ccccc2)nc1NCc1ccco1,-8%,-24%,-31%[inhibitor]
CCCCn1c(=O)nc2n(-c3ccc(Br)cc3)c3ccccc3cc-2c1=O,-17%,-11%,0%
Cc1ccc(S(=O)(=O)N(CC(O)Cn2c3ccccc3c3ccccc32)c2cccc(C(=O)NCCO)c2)cc1 (stereo not drawn),20µM*,-16%,-5%
Cc1cc(C)cc(-n2c(SCC(=O)N3CCC(C)CC3)nc3c([nH]c4ccccc43)c2=O)c1,-12%,-6%,-1%
COc1c(Cl)cc(Cl)cc1/C=C(\C#N)c1nc2ccccc2[nH]1,-11%,0%,0%
O=C(CCS(=O)(=O)c1ccccc1)N(Cc1cccnc1)c1nc2c(Cl)cccc2s1,-6%,21%,-4%
Cc1ccc2c(c1)C(=O)OC(C(=O)Nc1ncc(Cc3ccccc3Cl)s1)C2 (stereo not drawn),-7%,-10%,-9%
Cc1ccc(C)c(N2CCN(S(=O)(=O)c3ccc4[nH]c5c(c4c3)CCCCC5)CC2)c1,43%,4%,4%
CCN(CC)S(=O)(=O)c1ccc(C(=O)Nc2nc3c(Cl)cc(Cl)cc3s2)cc1,-1%,-10%,9%
CCc1ccc(NC(=O)CN2C(=O)C3(SCC(=O)N3c3ccc(F)c(F)c3)c3ccccc32)cc1 (stereo not drawn),16%,-2%,1%
COc1ccc(Cl)cc1NC(=O)Cn1c(=O)n(Cc2ccco2)c(=O)c2ccc(C(=O)NC3CCCC3)cc21,20%,-2%,1%
Cc1ccccc1-c1nnn(CC(=O)Nc2sc3c(c2C#N)CCC(C(C)(C)C)C3)n1 (stereo not drawn),-17%,-9%,-5%
CCc1ccc(NC(=O)c2sc3nc(C)c(Cl)c(C)c3c2N)cc1,-7%,-6%,15%
COc1cc(Cl)c(S(=O)(=O)NCCc2c(C)[nH]c3c(C)cccc23)cc1Cl,8%,2%,4%
COc1cccc(CNC(=O)c2ccc3c(c2)N(Cc2ccc(F)cc2Cl)C(=O)c2ccccc2S3)c1,13%,-8%,9%
Cc1ccc(CN2COc3ccc4c(C)cc(=O)oc4c3C2)cc1,-20%,-7%,18%
CCc1ccc(NC(=O)CC2C(=O)N(c3ccc(Cl)cc3)C(=O)N2C2CCCC2)cc1 (stereo not drawn),40%,?,0%
COc1ccc(S(=O)(=O)Nc2ccc(-c3cn4c(C)csc4n3)cc2)cc1,?,-6%,9%
COc1cccc(CN2C(=O)C3(SCC(=O)N3c3ccc(F)cc3)c3ccccc32)c1 (stereo not drawn),-8%,0%,-1%
Cc1cc(C)c(NC(=O)Cn2nnc(-c3ccccc3)n2)c(C)c1,-16%,3%,-3%
O=C(CN1C(=O)COc2ccc(S(=O)(=O)N3CCOCC3)cc21)N1CCN(c2cccc(C(F)(F)F)c2)CC1,-15%,-6%,11%
COc1ccccc1-c1nnc(SCC(=O)c2ccc(F)cc2)n1-c1ccccc1,28%,14%,6%
Cc1cc(C)cc(-n2c(SCC(=O)Nc3cccc(F)c3)nc3c([nH]c4ccccc43)c2=O)c1,-9%,0%,1%
CCc1ccccc1NC(=O)c1cnn2c(C(F)(F)F)cc(-c3ccc(OC)c(OC)c3)nc12,-21%,-13%,0%
CC(CNC(=O)c1cnn(-c2ccc(F)cc2)c1-n1cccc1)c1ccccc1 (stereo not drawn),36%,-84%[inhibitor],-25%
Cc1ccc(C(=O)CSc2nc(-c3ccccc3)nc3c2CCCC3)c(C)c1,-17%,-12%,0%
Cc1ccc(C)c(Nc2nn3c(=O)c4ccc(C(=O)NCCc5ccccc5)cc4nc3s2)c1,-15%,-12%,-10%
O=C(CSc1nc2c([nH]c3ccccc32)c(=O)n1-c1ccc(Cl)cc1)N1CCOCC1,-8%,-9%,-2%
COc1ccc(C2CC(=O)N(CC(=O)Nc3ccc(C(F)(F)F)cc3)c3ccccc3S2)cc1 (stereo not drawn),-18%,-18%,-3%
CC(=O)N1CCCc2cc(S(=O)(=O)Nc3ccc(C)c(F)c3)ccc21,7%,4%,0%
Cc1ccc(N2CC3=C(C2=O)C(c2ccc(Br)cc2)NC(=O)N3C)cc1 (stereo not drawn),-2%,-3%,-8%
O=C(/C=C/c1cn(CC(O)CN2CCCCCC2)c2ccccc12)c1ccc(Br)cc1 (stereo not drawn),34%,-20%,-34%[inhibitor]
O=C(Nc1ccc(O)c(-c2nc3ccccc3o2)c1)c1ccco1,-20%,-13%,0%
CCOc1ccc(CNC(=O)c2c(C)nn(-c3ccc(F)cc3)c2-n2cccc2)cc1,2%,-5%,-4%
CC(=O)c1c(C)oc2c(Br)cc(NS(=O)(=O)c3ccc(Br)cc3)cc12,0%,-9%,-1%
CC1CCN(S(=O)(=O)c2ccc3c(c2)N(CC(=O)NC(C)c2ccccc2)C(=O)CO3)CC1 (stereo not drawn),20%,-8%,7%
Cc1ccc(CCNC(=O)CCn2nc(-c3ccccc3)ccc2=O)cc1,7%,-10%,-7%
CCCCOC(=O)c1ccc(Nc2ncnc3[nH]ncc23)cc1,-12%,-14%,-14%
CCc1ccc(NCc2cc3ccc(OC)cc3n(CC(=O)Nc3c(C)cc(C)cc3C)c2=O)cc1,-11%,-7%,2%
COc1ccccc1NC(=O)C1=C(C)Nc2ncnn2C1c1cccn1C (stereo not drawn),-3%,-15%,-3%
COc1ccc(S(=O)(=O)NCCc2sc(-c3ccccc3)nc2C)cc1OC,13%,-13%,28%

# In another format: results already given.
molecule	FUS yeast rescue	Abeta yeast res	aSyn yeast inh
Cc1ccc(C)c(Nc2nn3c(=O)c4ccc(C(=O)NCCc5ccccc5)cc4nc3s2)c1	-15%	-12%	-10%
O=C(CSc1nc2c([nH]c3ccccc32)c(=O)n1-c1ccc(Cl)cc1)N1CCOCC1	-8%	-9%	-2%
COc1ccc(C2CC(=O)N(CC(=O)Nc3ccc(C(F)(F)F)cc3)c3ccccc3S2)cc1 (stereo not drawn)	-18%	-18%	-3%
CC(=O)N1CCCc2cc(S(=O)(=O)Nc3ccc(C)c(F)c3)ccc21	7%	4%	0%
Cc1ccc(N2CC3=C(C2=O)C(c2ccc(Br)cc2)NC(=O)N3C)cc1 (stereo not drawn)	-2%	-3%	-8%
O=C(/C=C/c1cn(CC(O)CN2CCCCCC2)c2ccccc12)c1ccc(Br)cc1 (stereo not drawn)	34%	-20%	-34%[inhibitor]
O=C(Nc1ccc(O)c(-c2nc3ccccc3o2)c1)c1ccco1	-20%	-13%	0%
CCOc1ccc(CNC(=O)c2c(C)nn(-c3ccc(F)cc3)c2-n2cccc2)cc1	2%	-5%	-4%
CC(=O)c1c(C)oc2c(Br)cc(NS(=O)(=O)c3ccc(Br)cc3)cc12	0%	-9%	-1%
CC1CCN(S(=O)(=O)c2ccc3c(c2)N(CC(=O)NC(C)c2ccccc2)C(=O)CO3)CC1 (stereo not drawn)	20%	-8%	7%
Cc1ccc(CCNC(=O)CCn2nc(-c3ccccc3)ccc2=O)cc1	7%	-10%	-7%
CCCCOC(=O)c1ccc(Nc2ncnc3[nH]ncc23)cc1	-12%	-14%	-14%
CCc1ccc(NCc2cc3ccc(OC)cc3n(CC(=O)Nc3c(C)cc(C)cc3C)c2=O)cc1	-11%	-7%	2%
COc1ccccc1NC(=O)C1=C(C)Nc2ncnn2C1c1cccn1C (stereo not drawn)	-3%	-15%	-3%
COc1ccc(S(=O)(=O)NCCc2sc(-c3ccccc3)nc2C)cc1OC	13%	-13%	28%

# Continued:
SMILES,FUS yeast rescue,Abeta yeast res,aSyn yeast inh
Cc1cccc(NC(=O)C2CCN(S(=O)(=O)c3ccc4c(c3)CCCC(=O)N4)CC2)c1,-2%,-19%,-3%
CCN1C(=O)C(O)(c2c(C)[nH]c3ccccc23)c2ccccc21 (stereo not drawn),-17%,-1%,2%
COc1cccc(CNC(=O)CCNS(=O)(=O)c2ccc3c(c2)CCCC(=O)N3)c1,-17%,-10%,1%
CCOC(=O)CCNC(=O)N1CCN(S(=O)(=O)c2ccc3c(ccn3C)c2)CC1,13%,-11%,?
Cc1cc(C)cc(N2C(=O)CS(=O)(=O)C23C(=O)N(Cc2ccccc2)c2ccccc23)c1 (stereo not drawn),25%,0%,2%
CCc1ccccc1Nc1nn2c(=O)c3ccc(C(=O)Nc4ccc(OC)cc4)cc3nc2s1,-1%,0%,0%
CCOC(=O)c1cc(OC(=O)c2cccc(F)c2)n(-c2ccccc2)n1,10%,-24%,-32%[inhibitor]
Cc1ccc(-c2nc(C)c(CCNC(=O)C(=O)Nc3cc(C)ccc3C)s2)cc1,-26%,-14%,-1%
Cc1ccc(NC(=O)c2ccc3snnc3c2)cc1Cl,5%,-12%,-3%
O=C(CSc1nc2c([nH]c3ccccc32)c(=O)n1-c1ccc(Cl)cc1)N1CCCCCC1,-20%,-8%,1%
COc1ccc(Cl)cc1NC(=O)Cn1c(=O)n(-c2ccc(C)cc2)c(=O)c2ccc(C(=O)NCc3ccccc3Cl)cc21,-3%,-16%,0%
O=C(NC1(C(F)(F)F)NC(=O)N(CCc2ccccc2)C1=O)c1ccccc1Cl (stereo not drawn),-8%,-13%,10%
COc1cccc(N2CCN(S(=O)(=O)c3cn(C)c(C)n3)CC2)c1,-16%,-9%,-3%
CCOC(=O)NC1(C(F)(F)F)NC(=O)N(c2ccc(C)c(C)c2)C1=O (stereo not drawn),1%,-22%,13%
O=C(NCc1cccc(Br)c1)c1cnn(-c2ccc(F)cc2)c1-n1cccc1,16%,-7%,7%
O=C(CSc1nc2ccsc2c(=O)n1Cc1ccc(F)cc1)NCc1ccc(Cl)cc1,-18%,-4%,0%
COc1ccc(-c2nc(C)c(CCNC(=O)c3ccco3)s2)cc1,-2%,-14%,-10%
Cc1nc(-c2ccc(S(=O)(=O)Nc3ccc(Cl)c(C(F)(F)F)c3)cc2)co1,-16%,-2%,2%
CCOC(=O)c1cccc(NS(=O)(=O)c2cn(C)c(C)n2)c1,-10%,-14%,-8%
O=C(Nc1c(C(=O)N2CCN(c3ccc(F)cc3)CC2)oc2ccccc12)c1c(F)cccc1F,?,-8%,26%
COC(=O)c1ccccc1NC(=O)c1cc2nc(-c3ccccc3)cc(-c3ccccc3)n2n1,-12%,-5%,-1%
CN(C)S(=O)(=O)c1ccc2c(c1)N(CC(=O)N1CCCCC1)CCS2,-3%,-15%,-8%
